Source: PubChem
OXTR ag – human OXTR agonism. P30559. AID 2435. activation, % at 3 µM. 320,000 compounds, 0.32% hits. CHO-OTR cells, Fluo-8 calcium fluorescence; normalized: DMSO 0%, oxytocin 100%;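 active means activation above the mean of all tested compounds plus 3 SD, cutoff set per screening run, cut at about 20% in these data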;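 further: peak over basal fluorescence ratio from a 100 s FLIPR kinetic read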
Target sequence (P30559 whole entry, looked up): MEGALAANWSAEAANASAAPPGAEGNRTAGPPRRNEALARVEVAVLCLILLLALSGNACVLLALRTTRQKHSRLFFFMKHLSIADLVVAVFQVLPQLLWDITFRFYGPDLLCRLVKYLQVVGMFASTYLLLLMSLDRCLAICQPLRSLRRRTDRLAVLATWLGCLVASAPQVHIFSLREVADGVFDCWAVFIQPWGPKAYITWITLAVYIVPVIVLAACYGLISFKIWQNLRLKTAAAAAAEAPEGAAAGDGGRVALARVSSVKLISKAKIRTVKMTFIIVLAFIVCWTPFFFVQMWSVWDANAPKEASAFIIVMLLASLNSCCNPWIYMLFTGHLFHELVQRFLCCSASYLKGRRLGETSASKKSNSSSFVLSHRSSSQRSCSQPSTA
GPR7 antagonist – antagonists of human GPR7 (neuropeptides B/W receptor 1). P48145. GPR7-expressing cells, fluorescence antagonist assay. inhibition, % at 4.4 µM. 290,000 compounds, 1.1% hits. AID 1861; in the data active means inhibition above about 16%, passing the limit was not always enough;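 further: cells stimulated with the agonist NPW; 0% = agonist with vehicle and 100% = vehicle without agonist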
Target sequence (P48145 whole entry, looked up): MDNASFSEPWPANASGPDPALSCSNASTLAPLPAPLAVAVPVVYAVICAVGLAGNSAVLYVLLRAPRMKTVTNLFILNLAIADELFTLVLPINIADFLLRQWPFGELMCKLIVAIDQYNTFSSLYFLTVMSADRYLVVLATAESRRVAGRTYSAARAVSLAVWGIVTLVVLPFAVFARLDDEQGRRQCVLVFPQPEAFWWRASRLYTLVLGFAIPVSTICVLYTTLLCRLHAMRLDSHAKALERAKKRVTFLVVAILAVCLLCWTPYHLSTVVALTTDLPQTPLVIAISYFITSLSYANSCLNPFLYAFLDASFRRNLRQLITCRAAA
CHO parental Ca – counter-screen: ATP calcium response change in parental CHO cells. parental CHO-K1, ATP-induced calcium, Fluo-8 fluorescence. inhibition, % at 5.6 µM. 330,000 compounds, 0.63% hits;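 active means inhibition above that plate's mean sample inhibition plus 3 SD, cut at about 26% in these data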;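 further: 0% = ATP-challenged DMSO wells and 100% = DMSO wells without ATP; some compounds past the cut are filed as inactive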
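Assay system: untransfected parental CHO cell line. Also added: ATP agonist challenge. Dosing: one dose, 5.6 µM nominal. Measured by: Fluo-8 fluorescence. Read-out: % inhibition. Benchmarks: ATP wells versus no-ATP DMSO wells. Repeats: no replicates.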
V1R ag counter – V1a receptor agonism, counter-screen for OXTR agonists; CHO-V1R cells, Fluo-8 calcium fluorescence, agonist mode; 0% DMSO, 100% 3 nM vasopressin; AID 2797; activation, % at 3 µM; P37288; 320,000 compounds, 0.25% hits;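 active means activation above the mean activation of all tested compounds plus 3 SD, per screening run, cut at about 20% in these data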;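 further: signal is peak over basal fluorescence ratio across a 100 second FLIPR read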
CHO-K1 Ca ag – M1 agonist counterscreen hit in parental CHO-K1 cells | Fluo-8 calcium fluorescence; scaled to maximal ATP response, vehicle zero | activation, % at 3 µM | 360,000 compounds, 0.48% hits | AID 602248; in the data active means activation above about 15%;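 further: untransfected CHO-K1 host cells lacking M1 receptor as counterscreen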
TAAR1 antag – antagonists of human TAAR1; Q96RJ0; CHO RD-HGA16 TAAR1, Fluo-8 calcium fluorescence, antagonist; inhibition, % at 3 µM; 360,000 compounds, 1.5% hits; AID 624466;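 active means inhibition above a per-plate cutoff, the mean inhibition of test compounds on that plate plus 3 SD, cut at about 49% in these data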;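 further: 0% = DMSO plus EC80 beta-PEA response and 100% = DMSO alone without agonist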
Target sequence (Q96RJ0 whole entry, looked up): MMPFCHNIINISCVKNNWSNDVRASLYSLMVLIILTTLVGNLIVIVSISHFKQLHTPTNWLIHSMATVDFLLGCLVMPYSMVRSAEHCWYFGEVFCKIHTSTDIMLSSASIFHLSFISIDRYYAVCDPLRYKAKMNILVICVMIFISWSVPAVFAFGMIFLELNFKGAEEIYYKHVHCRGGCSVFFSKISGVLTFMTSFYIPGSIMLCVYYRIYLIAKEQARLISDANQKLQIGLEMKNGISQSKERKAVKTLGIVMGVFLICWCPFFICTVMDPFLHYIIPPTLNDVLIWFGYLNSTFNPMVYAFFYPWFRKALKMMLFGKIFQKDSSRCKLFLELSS
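Test system – hTAAR1-expressing CHO RD-HGA16 cells, Gα16-coupled · Also added – β-PEA at EC80 concentration, post-compound challenge · Compound – 3 µM, single point · Incubation – dye loading 75 min at 37 °C, then 30 min room temperature · Measured by – Fluo-8 intracellular calcium dye fluorescence, real-time kinetic reads · Benchmarks – vehicle and agonist controls · Replicates – singlicate, one well per test compound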
M1 PAM parental – M1 PAM counterscreen hit in parental CHO-K1 cells; AID 602247; activation, % at 3 µM; 360,000 compounds, 0.02% hits; ATP EC20, Fluo-8 calcium fluorescence; 0% at ATP EC20, 100% at ATP max;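 active means activation above the run cutoff, the mean activation of all test compounds plus 3 SD, cut at about 40% in these data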;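 further: peak over basal fluorescence ratio in a 140 s read after ATP addition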
CHO-K1 Ca antag – M1 antagonist counterscreen hit in parental CHO-K1 cells. ATP-induced calcium, Fluo-8 fluorescence. inhibition, % at 3 µM. 360,000 compounds, 0.6% hits;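 active means inhibition above a per-plate cutoff, the plate's mean sample inhibition plus 3 SD, cut at about 24% in these data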;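 further: 0% = DMSO plus EC80 ATP and 100% = DMSO alone without ATP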
OXTR potentiator – human OXTR potentiation; activation, % at 3 µM; P30559; 320,000 compounds, 0.061% hits; CHO-OTR cells, Fluo-8 calcium fluorescence, potentiator mode; 0% = oxytocin EC15, 100% = EC100;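 active means activation above that plate's cutoff, the mean activation of tested compounds plus 3 SD, cut at about 6.6% in these data, passing the limit was not always enough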;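 further: 100% uses oxytocin at 75 nM as the full agonist control; some results filed as inactive read as strong as hits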
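Assay system: CHO-OTR cells, human receptor / Also added: oxytocin at about EC15, sub-maximal agonist stimulus / Dosing: single dose, 3.0 µM nominal final compound concentration / Incubation: 6 min pre-incubation, 100 s read / Technique: Fluo-8 calcium dye fluorescence / Read-out: % activation vs EC15 and EC100 oxytocin / Benchmarks: EC15 oxytocin low, 75 nM oxytocin high / Replicates: singlicate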
Starred values were filed as active, the others as inactive; x = no result given.

smiles | OXTR ag | GPR7 antagonist | CHO parental Ca | V1R ag counter | CHO-K1 Ca ag | TAAR1 antag | M1 PAM parental | CHO-K1 Ca antag | OXTR potentiator
Cn1c(CN2CCCCC2)nc2cc(NS(=O)(=O)c3ccc(Cl)cc3)ccc21 | 34* | 2 | -12 | 32* | 10 | 9 | 9 | -17 | -12
O=C(O)C1CCCN1S(=O)(=O)c1ccc2c(c1)CCC2 (stereo not drawn) | -0.9 | -6 | -3 | -0.2 | 0.1 | -28 | -6 | -9 | -4
CCc1ccccc1NC(=O)CNCC(=O)Nc1ccccc1CC | 0.4 | 13 | -17 | 1.4 | 2.8 | -9 | 3 | -21 | -8
Fc1cnc(N/N=C/c2ccc(-c3ccc(Br)cc3)o2)nc1N1CCOCC1 | -0.7 | -4 | -3 | 2.1 | 1.2 | -29 | 6 | -1 | -6
CCN1C(=O)[C@H]2[C@@H](c3ccc(-c4ccc5c(c4)OCO5)c(OC)c3)N[C@@](CC(C)C)(C(=O)OC)[C@H]2C1=O | -0.7 | x | -13 | 2.1 | -0.5 | 24 | -14 | -4 | -9
O=C(Nc1cnc2ccccn2c1=O)c1ccc(F)cc1 | -0.8 | -6 | -1 | -1.0 | 0.6 | 4 | 9 | -1 | -14
COC(=O)c1ccccc1NC(=O)c1cccc(NC(=O)CSCc2ccccc2)c1C | -0.9 | -8 | -13 | 0.5 | 0.4 | 5 | 20 | -24 | -1
CCN(c1ccccc1)S(=O)(=O)c1ccc(Cl)c(NC(=O)COC(=O)c2ccc[nH]c2=O)c1 | 0.3 | -13 | -27 | -0.3 | 0.5 | -2 | 9 | -2 | -6
Cn1nc([N+](=O)[O-])nc1Sc1nnnn1-c1ccc(C(=O)O)cc1 | -1.0 | 2 | -9 | 0.9 | 0.2 | 10 | 4 | 1 | -10
CC(C)=CCc1c(O)cc(O)c2c1OC(c1ccc(O)cc1)CC2=O (stereo not drawn) | 0.6 | x | -7 | 0.7 | 3.1 | 43 | 21 | 0 | -2
CCOC(=O)C1=C(O)/C(=C/c2ccc(OCC(=O)Nc3ccc(C)cc3)cc2)N=C1C | 1.1 | 0 | 0 | 0.7 | -0.3 | -10 | -21 | 2 | -4
CCc1nc2ccc(C(=O)N3CCN(S(=O)(=O)CC)CC3)cn2c1N(C=O)Cc1ccc(OC)cc1 | x | x | x | x | 0.1 | 5 | 10 | 0 | x
CCOC(=O)COc1ccc(S(=O)(=O)N2CCN(c3ccccc3)CC2)cc1 | 0.2 | 3 | -1 | 2.6 | 1.0 | x | 8 | -5 | -12
CCOc1cc(S(=O)(=O)Nc2ccncc2)ccc1F | 0.6 | -9 | -2 | 1.0 | 0.6 | -3 | 10 | -5 | -1
CC(C)=CCC[C@H](C)C[C@@H]1CC2=C(C(=O)OC(C)(C)O2)[C@@H](c2ccc(F)cc2)O1 | x | x | x | x | -0.1 | -13 | 11 | -16 | x
O=C(c1cccc(-n2cnnn2)c1)N1CC=C(c2ccccc2)CC1 | 2.9 | 18 | -6 | 4.7 | 0.6 | 2 | 25 | -5 | -12
Cc1ccc(NC(=O)N2CCCc3ccccc32)cc1 | 0.0 | 12 | -12 | 1.4 | 0.8 | -38 | 20 | -13 | -12
Clc1ccc(-c2nnc(N3CCCC3)nn2)cc1 | 3.0 | -1 | -4 | 0.7 | 0.5 | 12 | 24 | -4 | 5
Cc1ccc(S(=O)(=O)N2CCCC2C(=O)O)cc1 (stereo not drawn) | 0.2 | -1 | 4 | 0.2 | -0.3 | -22 | 8 | -4 | -8
CCOC(=O)C1=C(O)/C(=C/c2cc(OC)c(OC)c(OC)c2)SC1=Nc1ccc(OC)cc1 | -2.3 | -3 | -26 | -0.5 | 0.2 | -5 | 8 | -12 | -1
COc1ccc(OC)c(C(=O)c2ccc(C(=O)Nc3ccc4ccccc4c3)cc2)c1 | -0.1 | 1 | -10 | 0.2 | -0.1 | 6 | -16 | 27* | -5
CCCn1nnc(NC(=O)COc2ccc(Cl)cc2)n1 | -1.0 | 3 | -9 | -0.3 | 0.1 | -2 | 19 | -8 | -6
O=C(NC1=NCCS1)C1CC(=O)N(c2ccc(F)cc2)C1 (stereo not drawn) | 1.3 | 3 | -11 | 0.8 | 0.2 | -14 | 20 | -14 | -7
CC1CCCC(C)N1C(=O)c1ccc2c(c1)S(=O)(=O)c1ccccc1C2=O (stereo not drawn) | 2.8 | -2 | -15 | 5.9 | 5.7 | 7 | 7 | -12 | -9
CCOc1ccc(N=CC2=C(O)CC(C)(C)CC2=O)cc1 | 2.3 | -15 | -9 | 2.5 | 1.0 | -14 | 9 | 1 | -2

(list continues)
smiles | OXTR ag | GPR7 antagonist | CHO parental Ca | V1R ag counter | CHO-K1 Ca ag | TAAR1 antag | M1 PAM parental | CHO-K1 Ca antag | OXTR potentiator
CCOC(=O)c1c(NC(=O)CN(C)C2CCN(C)CC2)sc(C(=O)Nc2ccccc2)c1C | 1.5 | 3 | -9 | 0.6 | 1.6 | -12 | 26 | -11 | -1
CCOc1ccc(NC(=O)[C@@H]2CCCN2C(=O)c2cccs2)cc1S(=O)(=O)N1CCOCC1 | -0.5 | x | -14 | 0.0 | 0.2 | -1 | 16 | -16 | -6
O=C(N1CCN(c2ccccc2)CC1)C(F)(F)C(F)F | -0.3 | -15 | 1 | -0.6 | 0.5 | 6 | -5 | -13 | -1
O=C1CN(C(=O)C2CC2)c2ccccc2N1 | -0.6 | -10 | -2 | 0.5 | 0.2 | -13 | 12 | -5 | -12
CCOC(=O)C1(C)/C(=N/Nc2ccccc2OC)C(=O)C(=O)N1c1ccccc1 (stereo not drawn) | -2.2 | -8 | -12 | -1.6 | -0.2 | -3 | 10 | -3 | -8
COc1ccc(C)cc1Nc1n[n+](-c2ccccc2)c(-c2cccc(Cl)c2Cl)s1 | -1.0 | -7 | -2 | 0.5 | 0.2 | 7 | 20 | -18 | 0
CCCCn1c(N)c(N(CCOC)C(=O)COC(=O)CCOc2ccccc2)c(=O)[nH]c1=O | 0.2 | x | -11 | 0.5 | 0.9 | 9 | -7 | 3 | 2
CCOc1cc(N2C(=O)CC3CS(=O)(=O)CC32)c(OCC)cc1NC(=O)c1ccccc1 (stereo not drawn) | 0.4 | 0 | -18 | 0.3 | 0.6 | 5 | 18 | -10 | -6
COc1ccc(CN2C(=O)CS(=O)CC2=O)cc1OC | -0.2 | -1 | 7 | -0.1 | 1.0 | -4 | 11 | -5 | -2
CC(C)(C)C(=O)O/N=C1/C(=O)N(c2ccccc2)c2ccccc21 | -1.3 | 8 | 4 | -0.9 | 0.2 | 17 | 18 | -16 | -9
Cc1ccc(C(=O)Nc2nnc(C)s2)cc1 | -0.3 | -6 | -16 | -0.6 | 0.3 | -7 | 7 | -5 | -4
Cc1ccc(C)c(NC(=O)CCN2CCOCC2)c1 | 1.4 | -1 | -4 | 2.6 | 0.1 | -5 | 16 | -5 | -3
CC(NC(=O)CN1C(=O)NC2(CCCC2)C1=O)c1ccc(Cl)cc1Cl (stereo not drawn) | 0.6 | x | -12 | 2.4 | 0.9 | 0 | 12 | -15 | -6
Cc1cccc(N2CN=C3SCC(=O)N3C2)c1 | -0.2 | -7 | -4 | 0.4 | 0.5 | 7 | 16 | -9 | -3
Cc1ccc(OCCC(=O)OCC(=O)C(C)(C)C)cc1 | -1.1 | -2 | -2 | 0.4 | 0.2 | 9 | 12 | -7 | -8
CS(=O)(=O)N1CCN(c2ccc(NC(=O)c3ccc(-c4ccc(Cl)cc4)o3)cc2)CC1 | 2.9 | -6 | -10 | 1.6 | 1.2 | 4 | 5 | -12 | 1
CCOc1cc(/C=N/NC(=O)C(N)=O)cc(Br)c1O | -0.5 | 3 | -10 | 0.1 | -0.1 | -10 | 19 | 0 | 0
COc1ccc(CN2CCNC(=O)C2CC(=O)NCCC2=CCCCC2)cc1OC (stereo not drawn) | 0.2 | 4 | -5 | -0.4 | 1.0 | 8 | 7 | -9 | -9
COc1ccc(C(=O)Nc2cc(C)nn2-c2ccc(F)cc2)cc1 | 0.8 | -3 | -1 | -0.2 | 1.0 | -14 | 12 | -16 | 5
Cc1cccc(CSc2ncnc3c2cnn3Cc2ccccc2)c1 | -0.6 | 4 | -24 | -1.1 | 0.5 | -3 | 10 | -7 | -6
OCC1(Cc2ccccc2C(F)(F)F)CCN(Cc2ccccc2)CC1 | 2.7 | 9 | -23 | 4.3 | 2.0 | -5 | 16 | -14 | -8
O=C(COc1ccc(F)cc1)Nc1cc(S(=O)(=O)N2CCCCC2)ccc1N1CCCCC1 | -0.3 | x | -21 | 1.2 | 0.5 | -20 | -6 | 0 | -11
O=C(O)CCCNC(=O)c1nn(Cc2ccccc2)c(=O)c2ccccc12 | -1.6 | -7 | -3 | -0.9 | -0.8 | -30 | -1 | -6 | -8
COc1ccccc1C(=O)n1nc(-c2ccco2)nc1N | -0.5 | 5 | 10 | 0.8 | 1.1 | -11 | 18 | -5 | -17
CCCn1c(N)c(N2CCCCC2)c(=O)n(CC(=O)Nc2ccccc2)c1=O | -1.6 | -6 | -14 | -1.3 | -0.3 | 7 | -7 | 11 | 4

Sorted by the number under TAAR1 antag (high to low): some entries from above.
molecule,GPR7 antagonist,TAAR1 antag,OXTR potentiator
CC(C)(C)C(=O)O/N=C1/C(=O)N(c2ccccc2)c2ccccc21,8,17,-9
O=C(c1cccc(-n2cnnn2)c1)N1CC=C(c2ccccc2)CC1,18,2,-12
Cc1cccc(CSc2ncnc3c2cnn3Cc2ccccc2)c1,4,-3,-6

Remaining list, next part
Each structure is followed by: OXTR ag | GPR7 antagonist | CHO parental Ca | V1R ag counter | CHO-K1 Ca ag | TAAR1 antag | M1 PAM parental | CHO-K1 Ca antag | OXTR potentiator
O=C(Nc1ccccc1)c1ccc(Cn2cc(C(F)(F)F)ccc2=O)cc1
 : 0.9 | -13 | -9 | 1.4 | 0.0 | -3 | 9 | 1 | -2
CN1CCC(=NNC(=O)C(=O)Nc2ccccc2)CC1
 : 1.0 | -3 | -13 | 0.4 | 0.7 | 0 | -5 | 2 | -1
CC(C)=CCc1c(O)c(CC=C(C)C)c2c(c1O)C(=O)CC(c1ccc(O)cc1)O2 (stereo not drawn)
 : -0.7 | -30 | -11 | 0.6 | 0.4 | 9 | -1 | -9 | 2
Cc1ccc(C)c(S(=O)(=O)N2CCN(C(=O)c3cc(S(=O)(=O)NCc4ccccc4)ccc3C)CC2)c1
 : -0.3 | 44* | 2 | 2.0 | 2.3 | 33 | -11 | -8 | -14
O=C(Cn1cc(/C=N/NC(=O)c2ccccc2Br)c2ccccc21)Nc1ccc(F)cc1
 : 0.5 | 2 | 8 | 1.4 | 3.1 | 15 | 16 | -4 | 1
CCC1(C)Nc2ccccc2C(=O)N1O (stereo not drawn)
 : 0.3 | -2 | -3 | -0.2 | 0.0 | -23 | 9 | -4 | -3

Outcome played no part in choosing rows; overall some 3.5% were active at least once.
